# RNase H inhibition = RNase H inhibition, HIV 1 Gag Pol polyprotein, FRET biochemical assay, screening (AID 372); inhibition, % at 10 µM; hits with a dose series show IC50 in µM; HIV-1 RT RNase H, FRET RNA/DNA substrate fluorescence; higher % means a stronger effect; actives 0.77% (n = 100,000); in the data active = inhibition above about 50%
# * = called active by the depositor.
SMILES	RNase H inhibition
CCC(=O)NNC(=O)c1ccc(C(C)(C)C)cc1	0%
COc1ccc(OC)c(C2CC(=O)Nc3c2ccc2ccccc32)c1 (stereo not given)	17%
C=CCNC(=O)C(=O)N/N=C/c1cccc(Br)c1	4%
CCOc1ccccc1C(=O)Nc1sc(C)c(C)c1C(N)=O	10%
Cc1ccc2c(Cl)c(C(=O)NCc3ccncc3)sc2c1	3%
CC1=Nc2ccccc2/C1=C/c1sc(=N)n(-c2cccc(C)c2C)c1O	37%
CC(C)CCSc1nc2ccccc2[nH]1	0%
O=C(NC(=S)Nc1ccccc1F)c1ccc(Br)cc1	5%
COc1ccc(NCCC(=O)c2ccc(Cl)c(Cl)c2)cc1	23%
CCCN1C(=O)c2ccccc2NC1c1ccc(OC)c(COc2ccc(F)cc2)c1 (stereo not given)	17%
CCC(C)OC(=O)C1=C(C)NC2=C(C(=O)CCC2)C1c1ccc(OC)c(OCc2ccccc2)c1 (stereo not given)	10%
Cc1cc(NC(=O)c2ccc(C(C)(C)C)cc2)ccc1NC(=O)c1ccccc1	7%
Cc1c(Cl)c(C(F)(F)F)nn1CC(=O)Nc1ccc(OC(F)(F)F)cc1	16%
O=C1C(Cc2ccccc2)NC(=S)N1c1ccccc1 (stereo not given)	1%
COc1ccccc1-c1nc(-c2ccc(C)cc2)no1	4%
COc1ccc(C(=O)CN2CCN(C(=O)CC(C)C)CC2)cc1	0%
Cc1cc(/C=N/O)c(C)n1-c1ccc(F)cc1	24%
NC(=O)c1c(NC(=O)/C=C/c2c(F)cccc2Cl)sc2c1CCCCCC2	5%
O=C1CC(N(CCc2ccccc2)C(=S)Nc2ccccc2)C(=O)N1c1ccc(F)cc1 (stereo not given)	11%
Nc1ccc2nc(SCc3ccc(Cl)cc3)sc2c1	36%
C=CCn1c2ccccc2n2c(C(=O)OCC)c(C)nc12	3%
COC(=O)c1ccc(NC(=O)Cc2ccc(OC)cc2)cc1	1%
CC(=O)/C(=C/c1ccccc1)[N+](=O)[O-]	1%
O=C(N/N=C/c1ccc(Cl)cc1Cl)c1cccc([N+](=O)[O-])c1	15%
CCOc1cccc(/C=C2/SC(=S)N(c3ccccc3)C2=O)c1O	9%

# Molecules from the list above with bromine, in the order listed:
SMILES	RNase H inhibition
C=CCNC(=O)C(=O)N/N=C/c1cccc(Br)c1	4%
O=C(NC(=S)Nc1ccccc1F)c1ccc(Br)cc1	5%

# Further compounds:
SMILES	RNase H inhibition
COc1ccc(CNc2ccc3c(c2)ncn3C)cc1OC	6%
CCOc1ccc(N/C=C(/C#N)c2nc(-c3cccc(OC)c3)cs2)cc1	11%
O=C(/C=C/c1ccc(Cl)cc1Cl)Nc1ccc(-c2nc3ncccc3o2)cc1	6%
O=C(CC(c1ccc(Cl)cc1)S(=O)(=O)c1ccccc1)c1ccccc1 (stereo not given)	12%
O=C(CCc1ccccc1)Nc1cc([N+](=O)[O-])ccc1Cl	12%
Cc1cccc(NS(=O)(=O)c2ccc([N+](=O)[O-])cc2)c1C	7%
Cc1cc(C)c(S(=O)(=O)NCC2CCCO2)c(C)c1 (stereo not given)	11%
Cc1ccc(NC(=O)CN(c2ccc([N+](=O)[O-])cc2)S(=O)(=O)c2ccccc2)c(C)c1	13%
Fc1ccc(-c2noc(-c3ccccc3Cl)n2)cc1	12%
COc1ccc(CN2CCN(Cc3cccc(OC)c3OC)CC2)cc1	5%
CCOC(=O)C1=C(C)N=c2s/c(=C/c3ccc(-c4cccc(C(F)(F)F)c4)o3)c(=O)n2C1c1ccc(OC)cc1 (stereo not given)	7%
Cc1onc(-c2c(Cl)cccc2Cl)c1C(=O)n1c(C)nc2ccccc21	12%
Cc1ccc(OCC(=O)Nc2ccc(C(=O)OCC(C)C)cc2)c(C)c1	16%
CN(C)c1ccc(/C=[N+](\[O-])c2ccccc2)cc1	1%
Fc1ccccc1OCCCCn1ccnc1	0%
Cc1cc(Cl)cc(Cl)c1OCC(=O)Nc1nc(-c2ccccc2)cs1	7%
CCC(=O)NC(=S)Nc1cc(-c2nc3ccccc3s2)ccc1C	43%
COc1ccc(Br)cc1/C=C/C(=O)Nc1cccnc1	15%
Cc1cccc(C(=O)N2N=C3CCCCCC3C2(O)C(F)(F)F)c1O (stereo not given)	0%
O=C1NC(=O)N(c2ccc(I)cc2)C(=O)/C1=C\C=C\c1ccco1	7%
COc1ccc(C(=O)N/N=C/c2cc(Br)ccc2O)cc1	5%
Cc1cc2nc(SCC(=O)c3ccccc3)[nH]c2cc1C	8%
Cc1n(Cc2ccccc2)c2ccccc2[n+]1C	11%
CCOC(=O)/C(C#N)=C(/C)c1ccc(OC)cc1	1%
O=C(c1ccccc1)N1N=C(c2ccc([N+](=O)[O-])cc2)CC1(O)C(F)(F)F (stereo not given)	10%

# Reformatted: results already given
CCOC(=O)/C(C#N)=C(/C)c1ccc(OC)cc1
  RNase H inhibition = 1%

Nc1ccc2nc(SCc3ccc(Cl)cc3)sc2c1
  RNase H inhibition = 36%

# Back to the main list with the 4 entries that preceded the break.
SMILES	RNase H inhibition
Cc1cc2nc(SCC(=O)c3ccccc3)[nH]c2cc1C	8%
Cc1n(Cc2ccccc2)c2ccccc2[n+]1C	11%
CCOC(=O)/C(C#N)=C(/C)c1ccc(OC)cc1	1%
O=C(c1ccccc1)N1N=C(c2ccc([N+](=O)[O-])cc2)CC1(O)C(F)(F)F (stereo not given)	10%
CC(=O)c1ccc(NS(=O)(=O)c2ccccc2[N+](=O)[O-])cc1	6%
CCOC(=O)C1CCN(C2CC(=O)N(c3ccc(OC)cc3)C2=O)CC1 (stereo not given)	2%
O=C1S/C(=C\c2ccc(-c3ccccc3[N+](=O)[O-])o2)C(=O)N1c1cccc(Cl)c1	25%
Clc1cccc(OCCCCN2CCCCC2)c1	5%
CC(=O)Oc1ccc(N2C(=O)C3C(C2=O)C2(C)c4ccccc4C3(C)c3ccccc32)cc1 (stereo not given)	15%
CCOc1cc(C=C2C(=O)NC(=S)NC2=O)cc(Cl)c1O	9%
CCC(=O)N1c2ccccc2-c2nnc(SC)nc2OC1c1ccc(OC)c(C)c1 (stereo not given)	4%
CCc1ccc2oc(-c3ccc(NC(=O)c4ccc(C)c([N+](=O)[O-])c4)cc3)nc2c1	20%
CC(C)CCOC(=O)c1n[nH]c([N+](=O)[O-])c1[N+](=O)[O-]	4%
CCOC(=O)C1=C(C)N=c2s/c(=C\c3ccc(O)c(Br)c3)c(=O)n2C1c1cc(OC)ccc1OC (stereo not given)	22%
Cc1ccc(OCCOc2ccc(Cl)cc2/C=c2\sc3nc4ccccc4n3c2=O)cc1	0%
COc1ccccc1CNC(=O)CCc1ccccc1	3%
COc1cc(OC)c(OC)cc1/C=C1/C(=O)NC(=O)N(Cc2ccc(F)cc2)C1=O	16%
CCOC(=O)C1CCN(C(=O)c2ccc([N+](=O)[O-])cc2Cl)CC1	13%
CC(C)(C)c1ccc(OCC(=O)O)c(C(C)(C)C)c1	2%
Cc1cc(/C=C(/C#N)C(=O)NCc2ccccc2)c(C)n1-c1ccc(C(=O)O)cc1	1%
COc1ccc(C2NN=C(Cc3ccccc3)S2)cc1 (stereo not given)	7%
O=C(CCc1ccccc1)Nc1ccc(Br)cc1F	20%
CCc1ccc2oc(-c3ccc(C)c(NC(=S)NC(=O)c4ccccc4F)c3)nc2c1	13%
COc1ccc(/C=C2\C(=O)N(c3c(Cl)cc(Cl)cc3Cl)N=C2NC(=O)c2cccc([N+](=O)[O-])c2)cc1OC	35%
Cc1ccc(-c2nc3ccccc3s2)cc1NC(=S)NC(=O)c1cccc(Br)c1	8%
COc1ccc(C)cc1NC(=O)C(=O)NCCCO	0%
COc1ccc(N2C(=O)/C(=C\c3ccccc3C)SC2=S)cc1	14%
COc1ccc(NCC(O)Cn2c3ccc(Br)cc3c3cc(Br)ccc32)c(OC)c1 (stereo not given)	15%
COc1ccc(/C=C2\C=C(c3ccc(Br)cc3)OC2=O)cc1[N+](=O)[O-]	38%
COc1ccccc1C(=O)NC(=S)Nc1cc(-c2nc3ccccc3o2)ccc1C	10%
Cc1cc2nc(-c3cc(NC(=O)c4cccc([N+](=O)[O-])c4)ccc3Cl)oc2cc1C	2%
Cn1cccc1/C=C1/C(=O)NC(=S)N(c2ccccc2)C1=O	11%
COc1ccc(OC)c(C2/C(=C(\O)c3ccc(Cl)cc3)C(=O)C(=O)N2c2cc(C(C)(C)C)on2)c1 (stereo not given)	16%
O=S(=O)(Nc1nc2ccccc2nc1OCC(F)(F)F)c1cccs1	4%
Cc1cc(OCC(=O)NNC(=O)c2cccs2)cc(C)c1Cl	10%
CCOC(=O)CSc1nsc(SCC(=O)OCC)c1C#N	8%
CC1(C(=O)NNC(=O)c2ccccc2)CC2C=CC1C2 (stereo not given)	0%
O=C(CSCc1cccc(Br)c1)NCc1ccccc1	0%
COc1ccc2c(c1)CC/C(=C\c1ccc(Br)cc1)C2=O	15%
C=CCSC1=C(C#N)C2(CCCCC2)C(C#N)C(=O)N1 (stereo not given)	0%
CN1C(=O)/C(=C2\SC(=O)NC2=O)c2cc(Br)ccc21	2%
Cc1onc(-c2c(Cl)cccc2Cl)c1C(=O)N1CCCC1	0%
O=C(c1cccc(F)c1F)N1CCN(c2ccc([N+](=O)[O-])cc2F)CC1	8%
O=C1NC(=O)/C(=C\c2cccc(OCc3ccc([N+](=O)[O-])cc3)c2)S1	22%
Cc1nnc(C)n1/N=C/c1ccc(Cl)cc1	2%
Cc1ccccc1OCC(O)Cn1c2ccccc2c2ccccc21 (stereo not given)	30%
O=C(Cc1nnn(-c2ccccc2)n1)c1cccc([N+](=O)[O-])c1	14%
C#CCOc1cc(Br)c(/C=C2\C(=O)NC(=O)N(c3ccc(C)cc3)C2=O)cc1OC	8%
O=C(N/N=C/c1ccccc1O)c1cc(-c2ccccc2)n[nH]1	2%
CCN(CC)CCCCOc1ccccc1Br	2%
c1ccc2cc3[nH]c(CN4CCOCC4)nc3cc2c1	1%
COc1nsnc1NS(=O)(=O)c1ccc(NC(=S)NC(=O)c2ccc(Br)cc2)cc1	12%
CCOC(=O)CC(=O)c1[nH]c(C)c(C(=O)OCC)c1C	3%
O=c1oc2c3c(ccc2c2c1CCC2)OCN(c1ccc(Cl)cc1)C3	26%

# Additional results:
SMILES	RNase H inhibition
C=CCOc1cccc(/C=N/NC(=O)C(C)O)c1 (stereo not given)	4%
COc1ccc2c(=O)c(-c3ccccc3Cl)coc2c1C	13%
O=C(NC(=S)Nc1ccc2oc(-c3ccc(F)cc3Cl)nc2c1)c1ccccc1Cl	18%
CCOc1ccc2c(c1)-c1c(sn(-c3ccc(C)cc3)c1=S)C(C)(C)N2	8%
N/C(=N\OC(=O)c1ccc(I)cc1)c1ccc(Cl)cc1	12%
CCCCOC(=O)C1=C(C)NC2=C(C(=O)CC(C)(C)C2)C1c1cccc(F)c1 (stereo not given)	7%
CCCOC(=O)c1ccc(NC(=O)c2cc3ccccc3oc2=O)cc1	5%
Cc1ccnc(N2C(=O)c3ccc(C(=O)c4ccc5c(c4)C(=O)N(c4cc(C)ccn4)C5=O)cc3C2=O)c1	4%
O=C(NNc1ccc(C(F)(F)F)cc1[N+](=O)[O-])c1ccccc1	2%
N/C(=N\S(=O)(=O)c1ccccc1)c1ccc(Cl)cc1	9%
C/C(=N\N=C1\NC(=O)C(CC(=O)Nc2ccc(Cl)cc2Cl)S1)c1ccc(F)cc1 (stereo not given)	0%
CN1CCN(c2c3c(nc4ccccc24)C2(C)CCC3C2(C)C)CC1 (stereo not given)	0%
Cc1ccc2nc(-c3ccc(N=Cc4cccc(O)c4O)cc3)sc2c1	12%
CC(C)c1ccc(N(CC(=O)N(C)Cc2ccccc2)S(=O)(=O)c2ccccc2)cc1	4%
O=C(Nc1cccc(-c2nc3cc(Cl)cc(Cl)c3o2)c1)c1ccc(Cl)cc1Cl	0%
CC(C)c1ccc(/C=N/Nc2nnc3c(n2)[nH]c2ccccc23)cc1	2%
COc1ccc(OC)c(N(CC(N)=O)S(C)(=O)=O)c1	2%
Cc1ccc([N+](=O)[O-])cc1/C=N/NC(=O)CSCC(=O)Nc1ccccc1	14%
COc1cc(O)c2c(c1N)C(=O)c1ccccc1C2=O	12%
O=S(=O)(Cc1ccccc1)N1CCN(c2ccc(F)cc2)CC1	9%
COc1cc(C)ccc1OCCOc1ccccc1OC(C)C	11%
O=[N+]([O-])c1ccc(CN2CCSCC2)o1	2%
CN1CCN(C(=O)c2ccccc2NC(=O)Cc2ccccc2)CC1	4%
O=C(NNC(=O)c1ccco1)c1cccc(I)c1	5%
Cc1ccccc1C(=O)NNC(=S)Nc1ccccc1	7%
COc1cc(/C=C2\C(=O)NC(=O)N(C)C2=O)ccc1OCc1ccc(C(=O)O)cc1	6%
CCc1ccc(C2C(C(=O)OCc3ccccc3)=C(C)NC3=C2C(=O)CCC3)cc1 (stereo not given)	0%
CCCOC(=O)c1ccc(NC(=O)c2c(-c3c(Cl)cccc3Cl)noc2C)cc1	12%
NNC(=O)Nc1ccc(Cc2ccc(NC(=O)NN)cc2)cc1	6%
O=c1/c(=C/c2ccc(Cl)cc2)sc2nnc(-c3ccccc3)n12	22%
Cc1ccc(C(=O)Nc2cccnc2)cc1[N+](=O)[O-]	2%
COc1ccc(C)cc1NC(=O)CN(c1ccc(C)cc1)S(C)(=O)=O	2%
CCCCN(CCCC)C(=O)CC(C)(C)C	12%

# 2 entries from above, set out differently:
COc1ccc(C)cc1NC(=O)CN(c1ccc(C)cc1)S(C)(=O)=O
- RNase H inhibition = 2%

CCc1ccc(C2C(C(=O)OCc3ccccc3)=C(C)NC3=C2C(=O)CCC3)cc1 (stereo not given)
- RNase H inhibition = 0%

# Screening data (PubChem)

# This is a subset; count on the stated rates, not on these rows.
